Glyco luc inh: blocks N-linked glycosylation in D54 reporter cells. D54 ERlucT glycosylation luciferase reporter, 24 h; percent of 100 nM tunicamycin response. reporter increase, % at 12.5 µM. 360,000 compounds, 0.23% hits. AID 588692;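 active = mean luciferase reporter signal, scaled so untreated is 0 and the glycosylation-blocking control 100, at or above a set limit in every replicate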;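 also: luciferase carries N-glycosylation sites so blocking glycosylation raises the light; 0% = median of neutral control wells and 100% = median of 100 nM tunicamycin wells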
ABHD5-PLIN5 inh: ABHD5-PLIN5 protein interaction inhibition | inhibition, % at 4 µM | Q00G26+Q8WTS1 | 360,000 compounds, 0.78% hits | Split G. princeps luciferase complementation, luminescence, 4 h;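 active = inhibition above the mean inhibition across every tested compound plus 3 SD, cut at about 22% in these data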;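 also: 0% = DMSO only wells and the 100% control is not disclosed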
Target sequence (Q00G26 whole entry, looked up): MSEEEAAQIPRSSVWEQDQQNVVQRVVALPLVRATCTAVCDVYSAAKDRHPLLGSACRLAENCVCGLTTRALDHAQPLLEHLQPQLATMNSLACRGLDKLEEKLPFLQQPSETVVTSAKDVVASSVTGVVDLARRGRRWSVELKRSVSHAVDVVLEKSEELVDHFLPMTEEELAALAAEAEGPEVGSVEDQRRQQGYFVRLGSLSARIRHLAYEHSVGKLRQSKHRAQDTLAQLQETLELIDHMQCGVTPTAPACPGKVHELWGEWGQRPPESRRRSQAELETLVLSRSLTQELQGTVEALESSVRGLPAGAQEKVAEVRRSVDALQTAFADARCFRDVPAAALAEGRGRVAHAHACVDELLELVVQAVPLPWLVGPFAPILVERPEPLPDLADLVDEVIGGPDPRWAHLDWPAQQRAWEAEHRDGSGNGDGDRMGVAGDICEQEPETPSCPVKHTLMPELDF
Target sequence (Q8WTS1 whole entry, looked up): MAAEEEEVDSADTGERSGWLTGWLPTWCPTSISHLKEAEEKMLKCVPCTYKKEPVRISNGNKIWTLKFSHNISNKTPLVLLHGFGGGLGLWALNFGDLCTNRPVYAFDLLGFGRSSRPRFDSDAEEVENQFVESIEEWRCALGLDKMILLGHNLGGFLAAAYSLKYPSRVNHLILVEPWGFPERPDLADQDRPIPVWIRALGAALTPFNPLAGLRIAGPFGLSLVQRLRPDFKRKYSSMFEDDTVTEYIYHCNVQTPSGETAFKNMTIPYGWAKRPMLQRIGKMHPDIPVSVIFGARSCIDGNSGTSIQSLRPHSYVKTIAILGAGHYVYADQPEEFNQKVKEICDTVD
ABCB6 inh 2: blocks the human ABCB6 transporter; Q9NP58; K562-ABCB6 porphyrin accumulation, flow cytometry, 1 h; active compounds read low; fluorescence ratio to DMSO, % at 10 µM; 360,000 compounds, 0.19% hits; AID 602162;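 active = fluorescence ratio to DMSO below 75%, the collection mean minus 3 SD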;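 also: signal is porphyrin accumulated inside mitochondria; 100% equals median channel fluorescence of DMSO control wells; lower ratio means ABCB6 inhibition with less porphyrin fluorescence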
MC4R antag cAMP: blocks human MC4R cAMP signaling | P32245 | inhibition, % at 6.5 µM | 360,000 compounds, 0.48% hits | MC4R-expressing cells, MTII-stimulated cAMP, LANCE TR-FRET;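 active = inhibition above its plate's cutoff, the mean of tested wells on that plate plus 3 SD, cut at about 29% in these data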;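 also: 0% = Melanotan II alone and 100% = Melanotan II plus saturating MCL0020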
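Material – human MC4R-expressing U2OS cells · Repeats – no replicates · Detection – TR-FRET with Eu-cAMP and labeled anti-cAMP, 671 nm · Times – compound 30 min, challenge 1 h, detection 1 h · Compound – single nominal compound dose of 6.5 µM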
HTR2A ag: activates the mouse 5-HT2A serotonin receptor; CHO-K1 mHTR2A beta-arrestin complementation, luminescence; percent of 30 µM serotonin response; activation, % at 7.6 µM; 360,000 compounds, 0.66% hits;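 active = activation above a run cutoff, the mean activation of all tested compounds plus 3 SD, cut at about 14% in these data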;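 also: 0% = plate median of compound wells and 100% = 30 µM serotonin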
PDI turbidity: blocks human protein disulfide isomerase activity; 350,000 compounds, 0.052% hits; inhibition, % at 10 µM; P07237; PDI insulin aggregation turbidity, A650, 90 min;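 active = mean inhibition across replicates of 30% or more, whatever share of single replicates reach that level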;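 also: absorbance from insulin aggregation driven by PDI reduction with DTT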
CaV13 ICDI inh: Disruptors of the CACNA1D IQ motif to Ca2+-dependent inactivation inhibitor domain association, primary screening, Förster resonance energy transfer in intact living …; HEK cells, CFP/YFP FRET ICDI-IQ, plate reader, 10 min; percent FRET-ratio fall versus neutral wells; inhibition, % at 12.3 µM; 340,000 compounds, 0.098% hits; AID 743397;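 active = mean replicate inhibition of at least 30% and at least 1% of replicates passing that level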;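 also: 0% = median of the neutral control wells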
Exocytosis inh: blocks lytic granule exocytosis | 360,000 compounds, 0.66% hits | inhibition, % at 10 µM | TALL-104 LAMP-1 surface exposure, flow cytometry; cells stimulated with thapsigargin and PMA;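 active = inhibition above about 55%, limit read from the data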
H9c2 protect: protects H9c2 cardiomyocytes from peroxide injury; H2O2 injury protection, ATPLite, 2 h; protection from H2O2 cell death, % at 20 µM; 360,000 compounds, 0.63% hits;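 active = compounds giving at least 50% protection of heart cells from peroxide-induced death in the single-dose screen, raw or plate-pattern-corrected value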;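 also: 0% = DMSO wells with peroxide and 100% = DMSO wells without peroxide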
MC4R ag barr: agonists of human melanocortin 4 receptor (MC4R) beta-arrestin. activation, % at 8.9 µM. U2OS MC4R beta-arrestin complementation, luminescence; percent of melanotan II response, DMSO zero. 360,000 compounds, 0.98% hits. P32245. AID 540308;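 active = activation above a per-plate cutoff, the mean activation of sample wells on that plate plus 3 SD, cut at about 8% in these data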
The depositor's hits bear a star; x = no result given.

SMILES	Glyco luc inh	ABHD5-PLIN5 inh	ABCB6 inh 2	MC4R antag cAMP	HTR2A ag	PDI turbidity	CaV13 ICDI inh	Exocytosis inh	H9c2 protect	MC4R ag barr
CC(Nc1nc(C(F)(F)F)nc2ccccc12)c1cccs1 (centres undefined)	-4	-6	93	1	0	-5	-2	-10	-8	-1.0
COc1cc2c(cc1OC)C(C(=O)N1CCCC1)C(c1ccccc1F)N(C)C2=O (centres undefined)	1	-1	100	5	5	13	-3	-3	10	-1.2
CCOC(=O)c1oc2ccccc2c1NC(=O)c1ccc(Cl)s1	-1	2	111	2	-3	6	2	15	-3	1.7
Cc1ccc(-n2cc[nH]c2=S)c(C)c1	-2	4	99	25	3	2	-4	-6	1	1.2
CCCOP(=O)(OCCC)c1c([N+](=O)[O-])cc(C(F)(F)F)cc1[N+](=O)[O-]	15	12	109	-1	6	-3	1	0	-20	0.8
CN(C)c1nc2c(N)ncnc2n1C1OC(CO)C(O)C1O (centres undefined)	1	-1	101	7	-1	-10	-7	4	-2	-1.6
CSc1ccc(CN(C)C(=O)CNC(=O)c2ccc3c(c2)OCO3)cc1	0	2	99	4	0	-1	-15	0	-3	-3.9
CCOc1ccc(NC(=S)NCc2ccc3c(c2)OCO3)cc1	-3	1	95	-3	15*	-1	-3	-4	-3	1.9
CCn1c2ccccc2c2nnc(SCc3ccc(C(=O)OC)o3)nc21	-1	2	99	-30	1	-1	-5	-1	0	-1.4
CCOC(=O)C1=C(Nc2ccc(OC)cc2)C(N)=NC1=N	20	0	107	-25	-1	-4	-4	17	1	-1.9
N#Cc1c(-c2cccs2)nc(SCc2ccc(Cl)cc2)[nH]c1=O	0	-1	123	58*	-4	0	-6	2	-16	-0.4
O=C(CSC(=S)N1CCOCC1)Nc1nccs1	2	11	99	-6	2	13	-2	3	-9	1.2
Cc1cccc(C)c1NC(=O)c1csc(COCCO)n1	1	-1	97	-5	2	2	-5	-7	-2	-0.9
Cc1ccc(NC(=O)C(=O)NCc2ccncc2)cc1	2	-1	101	13	-2	5	-4	1	2	-3.4
COc1ccc(C(=O)N/N=C(\C)CC(=O)Nc2cccc(C(F)(F)F)c2)cc1	2	0	92	2	-1	-4	2	2	4	-1.5
O=C(CCn1c(=O)oc2cc(Cl)ccc21)Nc1ccc(N2CCOCC2)cc1	-1	-7	100	3	0	-7	-5	-2	2	-1.3
CC(Sc1nc(N)cc(=O)[nH]1)C(=O)NC1CCCCC1 (centres undefined)	0	-2	97	27	1	-25	0	0	12	0.5
O=C1CN(C(=O)N[C@@H](Cc2ccccc2)C(=O)N[C@H](Cc2ccccc2)C(=O)O)c2ccccc2N1	1	0	101	16	3	x	x	-4	-3	0.1
C=CCN(C/C(=N\O)c1sc(C(=O)OCC)nc1C)c1cccc(Br)c1	3	0	95	2	8	3	-6	-2	-10	1.4
CCC1(c2ccccc2)ON(c2c(Br)cccc2Br)C1=O (centres undefined)	3	1	101	3	-2	-4	-4	-5	-10	2.9

MC4R antag cAMP: entries above that show a hit
Molecule	Glyco luc inh	ABHD5-PLIN5 inh	ABCB6 inh 2	MC4R antag cAMP	HTR2A ag	PDI turbidity	CaV13 ICDI inh	Exocytosis inh	MC4R ag barr
N#Cc1c(-c2cccs2)nc(SCc2ccc(Cl)cc2)[nH]c1=O	0	-1	123	58*	-4	0	-6	2	-0.4

Later entries.
SMILES	Glyco luc inh	ABHD5-PLIN5 inh	ABCB6 inh 2	MC4R antag cAMP	HTR2A ag	PDI turbidity	CaV13 ICDI inh	Exocytosis inh	H9c2 protect	MC4R ag barr
CCS(=O)(=O)c1ccc2oc(SCC(=O)NC34CC5CC(CC(C5)C3)C4)nc2c1	-5	0	86	-4	4	3	-5	0	13	0.5
COC(=O)/C(=C1/Oc2ccc(C(C)(C)C)cc2S1)C(F)(F)F	-9	0	102	1	2	-4	-2	7	-25	0.8
CCOC(=O)C1CCCN(C(=S)NC(=O)/C=C/c2ccc(F)cc2)C1 (centres undefined)	-1	-3	101	0	1	2	-6	-5	0	-1.9
O=C(C1=COCCO1)N1CCN(S(=O)(=O)c2cccc(F)c2)CC1	0	1	101	6	-1	2	-6	-1	10	-2.4
O=C(COc1ccccc1Cl)NCCCNC(=O)c1ccco1	-1	5	100	5	2	1	-3	-17	-1	0.4
COc1cc(-n2c(C)nc3ncn(-c4ccccc4)c3c2=O)cc(OC)c1OC	2	-11	99	3	-2	-1	-5	-2	-2	0.7
Cn1c(NCCc2ccncc2)nc2cc(-c3ccccc3)sc2c1=O	-3	4	98	12	1	-8	-7	-4	0	1.4
Cc1cc(NC(=O)c2ccc3[nH]c(C)c(C)c3c2)ccn1	2	0	105	-6	-5	-6	-4	19	-9	0.1
COc1cnc(-c2ccccn2)nc1Oc1c(C)cccc1C	2	-14	102	11	2	-4	-7	1	-4	-5.7
COc1cc(NC(=O)CCCSc2nc(-c3ccco3)cc(C(F)(F)F)n2)cc(OC)c1OC	-3	0	99	0	-2	-15	-5	-2	1	-1.4
CCOc1ccc2nc(NC(=O)CN3C(=O)C4CCCCC4C3=O)sc2c1 (centres undefined)	-2	3	98	0	-1	3	-6	-4	-16	-0.9
COc1cccc(CNC(=O)C2CC(=O)N(c3ccc4c(c3)OCCO4)C2)c1 (centres undefined)	1	0	103	5	-3	-8	-5	-3	1	1.2
CC(=O)Nc1ccc(S(=O)(=O)Nc2cccc(-c3ccc4nncn4n3)c2)cc1	3	-7	101	-2	-2	2	2	-1	-6	-1.3
COc1cc(CC(NC(C)=O)C(=O)NC2CCN(C(=O)C3CC3)CC2)cc(OC)c1 (centres undefined)	5	-9	104	4	2	-5	-4	-2	3	-3.1
CCN1CCN(Cc2ccc(OCc3ccccc3)c(OC)c2)CC1	-5	-2	84	-1	-6	-1	-6	-1	1	-1.5
Cc1ccc(S(=O)(=O)N2C[C@@H](C)[C@]3(C2)[C@H](O)[C@H](OC(=O)NCc2ccccc2)C[C@H]2C(=O)N(c4ccccc4)C(=O)[C@H]23)cc1	-3	11	96	21	4	3	-7	-2	-3	-1.2
Cc1cccc(N(C(=O)c2snc(C(N)=O)c2N)C(C(=O)NCC2CCCO2)c2c[nH]c3ccccc23)c1 (centres undefined)	-2	3	102	11	1	3	-3	16	0	-0.2
CSc1sc(C(=O)NNC(C)=O)c2c1C=CCC2	0	8	95	18	-6	1	-20	-1	4	1.0
CCOC(=O)N1CCC(NS(=O)(=O)c2ccc(C#N)cc2)CC1	2	2	94	-1	-3	7	-3	1	-3	-3.0
Cc1cc(NC(=O)CCC(=O)N(CC(=O)NC2CCCC2)c2cccc(C)c2C)no1	0	-3	92	3	0	1	x	-1	3	-1.7
COc1ccc(OC)c2sc(N(CCN(C)C)C(=O)c3cc(Cl)sc3Cl)nc12	0	12	96	0	-6	3	-2	-3	4	0.4
Cc1c(Cl)cccc1NC(=O)CSC(C)c1nc2ccccc2c(=O)[nH]1 (centres undefined)	-1	-7	99	2	-6	-5	-10	-1	3	1.2
C[C@]12CCC(O)CC1CCC1C2CC[C@]2(C)C(c3cc(C(F)(F)F)n[nH]3)CCC12 (some centres undefined)	-5	5	94	-4	7	-4	-20	-16	-10	5.7
CCOC(=O)C1=C(C(=O)OCC)N(Cc2ccccc2)CCC1=O	1	9	103	4	2	-4	-5	-1	10	2.7
Cc1ccc(NC(=O)CCC(=O)NNS(=O)(=O)c2ccccc2)cc1C	1	-5	91	1	-1	-18	-14	-5	5	-1.2
Cc1cc(C(=O)O)ccc1-c1ccc(/C=N/n2cnnc2)o1	2	4	93	-16	1	6	-2	-4	-2	-1.0
CNS(=O)(=O)c1cccc(C(=O)NCC(c2ccco2)N(C)C)c1 (centres undefined)	2	5	95	2	-5	-7	-5	-4	6	0.5
O=C(c1ccco1)N1N=C(C2CCCCC2)CC1(O)C(F)(F)F (centres undefined)	-1	1	100	8	-2	1	-4	-4	-2	2.5
CCC(C)NC(=S)NNC(=O)c1ccc(C(C)(C)C)cc1 (centres undefined)	0	-1	95	-8	3	7	x	0	-14	0.0
COc1ccc(NC(=O)C2CCN(S(=O)(=O)c3ccc4[nH]c(=O)oc4c3)CC2)c(OC)c1	-1	-2	100	9	-4	-2	x	2	-5	-3.3
Cc1ccc(S(=O)(=O)N2CC(C(=O)O)Oc3ccccc32)cc1 (centres undefined)	1	1	97	8	-1	1	-20	6	-3	-1.1
CC1CCCN(S(=O)(=O)c2ccc(C(=O)Nc3sc4c(c3C(N)=O)CCN(C)C4)cc2)C1 (centres undefined)	1	9	125	7	-2	3	0	-5	-1	-0.1
COc1ccc(C(=O)CSc2nnc(CNc3ccc(F)cc3)o2)cc1	-2	0	90	-6	1	1	-6	-3	-11	0.8
CC(=O)Nc1sc(N/N=C/c2ccc(N(C)C)cc2)nc1-c1ccc(C)cc1	2	-15	103	17	-5	-2	-5	4	0	2.5
O=C(O)c1ccc(Nc2ccc([N+](=O)[O-])c3nonc23)cc1	1	10	96	-32	-6	-2	-5	-3	0	-4.0
CN(Cc1ccco1)C(=O)[C@H](Cc1ccccc1)NC(=O)CC[C@H]1O[C@@H](n2ccc(=O)[nH]c2=O)[C@H](O)[C@@H]1O	3	4	100	x	1	x	-5	3	9	x
Cc1[nH]nc2ncc(C(=O)c3ccccc3O)cc12	-10	-8	100	14	-1	1	-5	1	-4	2.0
COC(CNC(=O)c1ccc(-n2c(=S)[nH]c3ccccc3c2=O)cc1)OC	2	1	95	2	-1	6	-7	2	1	-2.5
O=c1cc(CN2CCCC2)c2c(ccc3ccccc32)o1	4	11	99	x	7	x	-4	0	3	x
Cc1ccc(C(=O)NCC(=O)OCC(=O)Nc2ccc(Cl)cn2)cc1	1	2	103	2	4	12	-5	-1	0	1.3

3 of the entries above in order of their number in PDI turbidity, rising.
mol,PDI turbidity
Cc1ccc(S(=O)(=O)N2CC(C(=O)O)Oc3ccccc32)cc1 (centres undefined),1
CC1CCCN(S(=O)(=O)c2ccc(C(=O)Nc3sc4c(c3C(N)=O)CCN(C)C4)cc2)C1 (centres undefined),3
Cc1ccc(C(=O)NCC(=O)OCC(=O)Nc2ccc(Cl)cn2)cc1,12

Next section:
SMILES	Glyco luc inh	ABHD5-PLIN5 inh	ABCB6 inh 2	MC4R antag cAMP	HTR2A ag	PDI turbidity	CaV13 ICDI inh	Exocytosis inh	H9c2 protect	MC4R ag barr
COc1ccc(CCNC(=O)CSc2nc3ccccc3o2)cc1OC	1	-1	97	-6	0	-10	x	1	2	0.6
CC1(C)CC(NC(=O)N2c3ccccc3Sc3ccccc32)CC(C)(C)N1	0	6	102	13	0	0	2	-2	2	0.2
O=C(C/C=N/OCc1ccc(Cl)cc1Cl)c1ccccc1	1	0	96	3	0	-7	-10	1	0	0.6
COc1ccc([N+](=O)[O-])cc1NC(=O)CSc1ccccc1	-3	-4	94	-6	-8	-4	-5	-1	4	-2.4
CC(C)(C)c1cc(NC(=O)C2(C)CCN2C(=O)c2ccccc2CCc2ccccc2)no1 (centres undefined)	-3	1	97	8	-9	-5	-6	8	-10	0.6
CCN(CC(=O)Nc1c(F)cccc1F)C(=O)c1ccc2c(c1)S(=O)(=O)N=C1CCCCCN12	0	-2	94	1	-2	1	-6	5	1	-4.3
COc1ccc(NS(=O)(=O)c2cc(C)ccc2OC)cc1OC	0	5	99	15	5	8	-5	0	-15	1.2
